From PubChem BioAssay
PTAP-TSG101 blk: qHTS Validation Assay for Inhibitors of HIV-1 Budding by Blocking the Interaction of PTAP/TSG101: Sytravon Library Screen; Tumor susceptibility gene 101 protein (Homo sapiens), Q99816; Fluorescence polarization, FITC-PTAP peptide/Tsg101, 20 min; Potency, µM (doses to about 115 µM), for inactives: top-dose activity change, negative = inhibition, usual class: inhibitors; 44,000 tested, under 10 active; note: potency is the fitted concentration of half-maximal effect; 0% is about no effect
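The Tsg101 binding domain, at 10 uM final, is mixed with compound and a FITC peptide bearing the PTAP motif (50 nM final). After 20 min at r.t., polarization is measured; actives defined by CRC class, efficacy cut-off 60% inhibition.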
NTMT1 inhibitor: Primary qHTS for Inhibitors of N-terminal methyltransferase 1 (NTMT1): MTaseGlo Assay | AID 1645870, 2021 | Potency, µM (top dose mostly 114 µM), without a hit: top-dose activity change, negative = inhibition, usual class: inhibitors | N-terminal Xaa-Pro-Lys N-methyltransferase 1 (Homo sapiens), Q9BV86 | 59,000 compounds, 2.5% hits | NTMT1 MTase-Glo SAH luminescence, purified enzyme;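 note: potency is the fitted concentration of half-maximal effect; plate controls were DMSO vehicle for no effect and no enzyme for full effect; nearly all actives have a fitted effect of over 65% in size; many of its hits are not listed in these tables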
Target sequence (Q9BV86 whole entry, looked up): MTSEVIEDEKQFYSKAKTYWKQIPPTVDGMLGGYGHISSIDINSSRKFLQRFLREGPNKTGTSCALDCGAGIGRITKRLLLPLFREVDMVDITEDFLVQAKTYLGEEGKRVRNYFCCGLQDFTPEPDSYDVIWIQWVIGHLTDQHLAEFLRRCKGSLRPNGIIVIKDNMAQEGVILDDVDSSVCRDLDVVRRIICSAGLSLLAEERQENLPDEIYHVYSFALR
GALK inh: qHTS Assay for Inhibitors of Human Galactokinase (GALK): NCGC Sytravon Library Screen; 44,000 tested, under 10 active; recombinant GALK, Kinase-Glo ATP luminescence, 1 h; Potency, µM (highest dose often 57.5 µM), inactives show at the top dose activity, negative = inhibition, usual class: inhibitors; P51570; AID 1347072, 2019;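 note: plate controls were full GALK reaction for no effect and reaction lacking GALK for full effect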
Target sequence (P51570 whole entry, looked up): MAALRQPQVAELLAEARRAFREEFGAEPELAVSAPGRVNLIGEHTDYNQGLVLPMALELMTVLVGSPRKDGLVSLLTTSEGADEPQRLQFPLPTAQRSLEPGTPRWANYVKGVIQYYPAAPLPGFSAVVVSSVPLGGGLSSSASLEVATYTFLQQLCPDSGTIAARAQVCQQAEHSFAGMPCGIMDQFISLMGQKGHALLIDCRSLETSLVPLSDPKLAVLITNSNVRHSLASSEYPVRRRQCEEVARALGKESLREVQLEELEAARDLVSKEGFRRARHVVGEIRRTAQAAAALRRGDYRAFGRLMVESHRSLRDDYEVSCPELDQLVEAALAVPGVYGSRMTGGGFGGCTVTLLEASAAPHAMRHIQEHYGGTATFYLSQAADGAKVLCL
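5 nM GALK; 35 uM ATP; 100 uM D-galactose; 20 mM HEPES pH 8.0, 5 mM MgCl2, 60 mM NaCl, 1 mM DTT, 0.01% BSA; 1 h RT; Kinase-Glo Plus luminescence.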
p53null 39C kill: qHTS Screen for Compounds that Selectively Target Cancer Cells with p53 Mutations: Cytotoxicity of p53 Null Cells at the Nonpermissive Temperature; H1299 p53-null (neo) cells, 39C, ATPlite viability, 24 h; Potency, µM (doses to about 46.1 µM), inactives show top-dose activity, negative = cell killing, most hits filed as cytotoxic; AID 904, 2007; 55,000 compounds, 0.97% hits;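 note: potency is the fitted concentration of half-maximal effect; 0% = DMSO only and -100% = full killing by 100 µM tamoxifen; nearly all actives have a fitted effect of over 50% in size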
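Temperature-shift cytotoxicity format: compound titrations on p53-null or A138V-expressing H1299 cells held 24 hr at 39C, cell ATP then measured, AC50 from Hill model.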
p53null 32C kill: qHTS Screen for Compounds that Selectively Target Cancer Cells with p53 Mutations: Cytotoxicity of p53 Null Cells at the Permissive Temperature | H1299-neo p53 null cells, ATP luminescence, 24 h, 32C | Potency, µM (top dose mostly 46.1 µM), without a hit: at the top dose activity change, negative = cytotoxicity, most hits filed as cytotoxic | 55,000 compounds, 0.62% hits | AID 903, 2007;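 note: potency is the fitted concentration of half-maximal effect; 0% = DMSO only and -100% = full killing by 100 µM tamoxifen; nearly all actives have a fitted effect of over 55% in size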
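We seeded p53-null H1299-neo cells, incubated them overnight at 37C, and added compounds across a range up to 46 uM. After 24 hours at 32C, ATP reagent was applied for 20 min at room temperature and luminescence recorded.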
B2AR arrestin ag: qHTS assay of beta-arrestin-biased ligands of beta2-adrenergic receptor: NCGC Sytravon Library Screen; Beta-2 adrenergic receptor (Homo sapiens), P07550; HTLA Tango cells, beta-arrestin recruitment, luciferase luminescence, 18 h; Potency, µM (highest dose often 46.1 µM), for inactives: top-dose activation, usual class: activators; 44,000 tested, under 10 active;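 note: potency is the fitted concentration of half-maximal effect; 0% = DMSO and full agonism = EC100 isoproterenol or metaproterenol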
Target sequence (P07550 whole entry, looked up): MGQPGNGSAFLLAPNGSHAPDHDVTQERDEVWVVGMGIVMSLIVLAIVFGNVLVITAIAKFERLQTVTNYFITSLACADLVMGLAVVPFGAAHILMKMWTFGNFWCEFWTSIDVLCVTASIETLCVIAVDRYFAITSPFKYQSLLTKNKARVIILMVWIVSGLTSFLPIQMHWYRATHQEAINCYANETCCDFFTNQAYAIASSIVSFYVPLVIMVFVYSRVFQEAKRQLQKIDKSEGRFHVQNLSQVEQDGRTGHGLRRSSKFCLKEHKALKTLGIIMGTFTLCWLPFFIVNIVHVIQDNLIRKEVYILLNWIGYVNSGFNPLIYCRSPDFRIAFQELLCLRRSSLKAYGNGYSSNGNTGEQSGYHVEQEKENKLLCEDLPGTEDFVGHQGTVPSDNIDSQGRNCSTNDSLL
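Luminescence read-out: arrestin recruitment to recombinant beta2-AR releases tTA, inducing luciferase. Cells exposed 18 hr at 37 degrees C to up to 46 microM compound; %Activity from corrected signal, concentration-response curves classified by r2, magnitude and efficacy.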
FH mod: Identification of activators of human fumarate hydratase by quantitative high-throughput screening; Fumarate hydratase, mitochondrial (Homo sapiens), P07954; FH coupled MDH/diaphorase resazurin fluorescence, 15 min; Potency, µM (highest dose often 79.9 µM), for the others: at the highest dose activity change, negative = inhibition, usual class: inhibitors; 54,000 compounds, 0.22% hits; AID 1347055, 2019; note: potency is the fitted concentration of half-maximal effect; % is set by controls: 0 for no effect and ±100 for the full control effect; the screen sought activators but most active calls are inhibition curves; nearly all actives have a fitted effect of over 45% in size
Starred values were filed as active, the others as inactive; ? = inconclusive; · = not tested or not shown; [ ] = another dose, or the depositor's remark. Calls come from the whole dose curve; as a rule, active = well fitted curve in the direction sought with a large enough effect; inconclusive = small, poorly fitted or top-dose-only effect, or another doubt; inactive = no such curve, though single readings can be large; an effect the other way counts as inactive or inconclusive. Only part of the results is shown. The share of hits here may be higher or lower than overall.

compound | GALK inh | p53null 32C kill | NTMT1 inhibitor | p53null 39C kill | FH mod | PTAP-TSG101 blk | B2AR arrestin ag
COc1ccc(OCc2nc(-c3ccc(-n4cccc4)cc3)no2)cc1 | 3% | -12% | -13% | 8% | -8% | 1% | 1%
O=C(CCC1N=C2c3ccccc3N=C(SCc3ccc(Cl)cc3)N2C1=O)NCc1cccs1 (stereo unspecified) | -4% | 20% | 2% | -5% | -9% | -3% | -4%
COc1ccc(-c2nc(SCc3cc(=O)c4cc(C)ccc4[nH]3)n[nH]2)cc1 | 0% | 6% | -3% | -12% | ? | 0% | -1%
NC(=O)CSc1nc2c(oc3ccccc32)c(=O)n1-c1ccccc1F | -3% | 3% | ? | -3% | -7% | -12% | 0%
COc1ccc(CCNC(=O)CCCn2c(=O)c3cccn3c3cccnc32)cc1OC | -9% | -7% | -2% | 3% | -12% | -5% | 1%
Cc1ccc(CCNC(=O)c2cc(-c3ccc(Cl)cc3)n[nH]2)cc1 | 0% | 3% | 2% | 4% | -26% | 0% | 0%
O=C(Nc1nnc(S(=O)(=O)N2CCOCC2)s1)c1ccc(F)cc1 | ? | 2% | 8% | 8% | 0% | -8% | -1%
Cc1ccc(NC(=O)Cn2c(=O)n(Cc3nc(-c4ccccc4)no3)c(=O)c3ccccc32)cc1C | 1% | -5% | 13% | 20% | -12% | -2% | 0%
COc1ccc(NC(=O)c2cn(CC(C)C)c(=O)c3cc(OC)c(OC)cc23)cc1Cl | -4% | 21% | 2% | 32%[activator] | ? | 2% | 0%
Cn1c(C(=O)Nc2cccc(C(F)(F)F)c2)cc2c(=O)n3ccccc3nc21 | 0% | 1% | 1% | -1% | 6% | 3% | 0%
CC(C)(C)OC(=O)N1CCC(c2c(C(=O)N3CCCCC3)cnn2-c2ccc(Cl)cc2)CC1 | -2% | 1% | -18% | -15% | 6% | 1% | -1%
CCOC(=O)N1CCc2c(sc3c2c(=O)n(-c2ccc(CC)cc2)c(=O)n3Cc2cccc(Cl)c2)C1 | -1% | -5% | -6% | -10% | -11% | -1% | -2%
Cc1ccc2c(c1)CC(C)N2S(=O)(=O)c1nnc(NC(=O)CC(C)C)s1 (stereo unspecified) | -1% | -6% | 3% | -10% | -4% | 1% | 0%
Cc1ccc(NC(=O)Cn2c(=O)n(-c3ccccc3)c(=O)c3ccc(C(=O)NCc4ccc5c(c4)OCO5)cc32)cc1 | 9% | -9% | -1% | ? | 3% | -9% | 1%
O=C(COc1ccccc1)NCC(c1cccs1)S(=O)(=O)c1ccc(Cl)cc1 (stereo unspecified) | 2% | -2% | -4% | 10% | -11% | -4% | -1%
COc1ccc(CCNc2nc3c(c(=O)n(C)c(=O)n3C)n2Cc2ccc(F)cc2)cc1OC | 3% | 5% | -7% | -7% | -6% | -7% | 0%
O=c1c2oc3ccccc3c2n(Cc2ccccc2F)c(=O)n1Cc1ccco1 | 4% | 4% | -1% | -2% | 0% | -2% | -1%
Cc1ccnc(NS(=O)(=O)c2ccc(NC(=O)c3cc(=O)c4ccc(C)c(C)c4o3)cc2)n1 | -10% | -2% | -2% | 12% | -13% | -2% | 1%
CC1CN(C(=O)N2CCC(C(=O)NCc3ccco3)CC2)c2ccccc2O1 (stereo unspecified) | 0% | 28% | 2% | 71%[activator] | 6% | -1% | 2%
COc1ccc(C(=O)Nc2nc3n(n2)C(c2ccc(F)cc2)C=C(c2ccc(Cl)cc2)N3)cc1 (stereo unspecified) | 0% | 13% | 14% | 5% | 9% | 1% | -2%
CCc1ccc(S(=O)(=O)c2nnn3c2nc(N2CCN(CC)CC2)c2sccc23)cc1 | 0% | -3% | -6% | -8% | -5% | 1% | 0%
CCOCCCn1c(SCC(=O)Nc2cc(C)ccc2C)nc2c(oc3ccccc32)c1=O | 4% | -1% | 9% | -3% | -13% | 0% | 1%
Cc1nc(-c2ccc(S(=O)(=O)Nc3ccc(Cl)c(C(F)(F)F)c3)cc2)co1 | 1% | 15% | 4% | -7% | -11% | -5% | 1%
Cc1c(Cl)cccc1NC(=O)c1ccc(NC(=O)N2CCSc3ncccc32)cc1 | ? | -15% | -1% | 1% | -18% | 1% | -1%
CC(C)(C)OC(=O)N1CCC(c2nnc(SCc3ccccc3Cl)o2)CC1 | 0% | 12% | 49%[activator] | 3% | ? | -7% | -1%
CN(C)c1ccc(CNC(=O)c2ccccc2NC(=O)c2nsc3ccccc23)cc1 | 6% | -16% | -4% | -17% | -19% | 3% | 1%
COc1ccc(NC(=O)C(=O)NCc2ccco2)c(OC)c1 | 1% | -3% | ? | -29% | -13% | -2% | 1%
COc1ccc(C(=O)Nc2cc(C)c(O)c(-c3nc4ccccc4s3)c2)cc1OC | 5% | 13% | 8% | 10% | -8% | 0% | 1%
COc1ccc2c(c1)-c1nc(NC(=O)c3cc(OC)c(OC)c(OC)c3)sc1CC2 | 2% | 31%[activator] | -21% | 7% | ? | -3% | 0%
Cc1ccc(NC(=O)C2CCCN2S(=O)(=O)c2ccc3c(c2)n(C)c(=O)c(=O)n3C)cc1 (stereo unspecified) | -12% | -1% | -5% | -6% | 0% | -1% | 1%
Clc1ccc(Nc2c(-c3ccccc3Cl)nc3ccc(Cl)cn23)cc1 | 3% | 30% | -5% | 0% | ? | -2% | 0%
O=C(CCS(=O)(=O)c1nc(-c2cccs2)cc(C(F)(F)F)n1)Nc1cccc(O)c1 | 5% | 9% | 38%[activator] | 91%[activator] | -5% | -4% | ?
Cc1ccccc1CNC(=O)c1c(C)oc2c1C1=NCCN1C=N2 | 2% | 2% | -2% | 0% | -15% | -2% | 2%
COc1cc(CNc2ccc3c(c2)ncn3C(C)C)cc(OC)c1OC | 4% | 15% | ? | -3% | ? | -8% | 0%
CCOC(=O)c1cnc2ccc(OCC)cc2c1NCCc1ccc(OC)c(OC)c1 | 1% | · | ? | · | -6% | 4% | 0%
Cc1ccccc1NC(=O)CSc1nc(-c2ccc(F)cc2)nc2c1Cc1ccccc1O2 | 8% | -3% | -11% | 6% | -2% | -7% | -1%
O=c1c2ccccc2n(Cc2c(F)cccc2Cl)c(=O)n1CCc1ccccc1 | 2% | 2% | -17% | -3% | 0% | 2% | -2%
CCc1cccc(C)c1NC(=O)c1cc(C)nc2c1c(C)nn2-c1cccc(Cl)c1C | 0% | -3% | ? | -6% | ? | 1% | 0%
COc1ccc(Nc2ncc(C(=O)Nc3ccc(F)cc3F)c3ccccc23)cc1 | -6% | 11% | 3% | 6% | -23% | -7% | 0%
Cc1ccc2nc(Nc3cccc(C(F)(F)F)c3)c3nnnn3c2c1 | 2% | -6% | · | -7% | · | 2% | -1%
CC(=O)N1c2ccccc2CC1C(=O)N1CCN(c2cccc(Cl)c2)CC1 (stereo unspecified) | 2% | -1% | 5% | 4% | -17% | -1% | -1%
CCc1ccccc1NC(=O)c1cc(-c2ccc3c(c2)OCO3)on1 | 8% | -3% | · | -27% | · | 0% | -1%
COc1ccccc1Nc1nn2c(=O)c3ccc(C(=O)NC(C)c4ccccc4)cc3nc2s1 (stereo unspecified) | 2% | 10% | 5% | 29% | -6% | 0% | 1%
Cc1cc(Cl)ccc1NS(=O)(=O)c1ccc2c(c1)CC(C)N2C(=O)C1CCC1 (stereo unspecified) | -1% | 37%[activator] | · | 1% | · | -1% | 0%
CCCn1c2ccccc2c2cnn(CC(=O)N3CCC(C(=O)OCC)CC3)c(=O)c21 | -6% | -1% | -5% | -12% | -4% | -2% | 0%
CCOc1ccc(CCNCc2c(C(=O)O)c(C)n(Cc3ccccc3F)c2C)cc1 | -1% | 5% | -9% | -9% | -4% | -2% | -2%
COc1ccc(OC)c(CNC(=O)CCCn2ccc3cc(S(=O)(=O)N4CCCC4)ccc32)c1 | 0% | -5% | 14% | 1% | -19% | 1% | 0%
CC(C)c1ccc(NC(=O)CN(C)S(=O)(=O)c2ccc3c(c2)c(=O)n(C)c(=O)n3C)cc1 | 11% | -2% | 1% | -25% | 7% | 0% | -2%
Cc1oc2ncn(CC(C)C)c(=O)c2c1C(=O)NCCCN1CCCCC1 | 2% | 3% | -8% | 0% | 1% | -3% | 0%
COc1ccc(CC(=O)NCCS(=O)(=O)N2CCN(c3ccc(F)cc3)CC2)cc1OC | 3% | -4% | -4% | 3% | -7% | -10% | 1%
Cc1ccc(NC(=O)c2cnc(N3CCCCC3)c3ccccc23)c(C)c1 | -5% | -2% | -14% | 23% | -2% | 2% | 0%
Cc1ccc(Cl)cc1NC(=O)CSc1ccc(C(=O)O)cn1 | -3% | -4% | 5% | ? | -1% | -3% | -1%
O=S(=O)(c1ccccc1)c1nc(-c2ccccc2Cl)oc1N1CCCCCC1 | 4% | 0% | -1% | -14% | -36% | 0% | 0%
Clc1ccccc1-c1nnc(SCc2nc(-c3ccccc3)no2)n1-c1ccccc1 | -3% | 31%[activator] | 0% | 51%[activator] | -24% | 2% | 1%
COc1ccc(N2CCN(C(=O)c3cc4c(=O)n(Cc5cccs5)ccc4nc3C)CC2)cc1 | -3% | -10% | · | -2% | · | 35%[activator] | 3%
COc1ccc2c(c1)c(=O)c(C(=O)c1ccccc1)cn2CC(=O)Nc1ccc2c(c1)OCCO2 | -9% | 5% | 11% | 4% | -10% | -6% | -1%
COc1ccc(-c2nc(-c3ccccc3)c(-c3ccccc3)[nH]2)cc1Br | 3% | 5% | 6% | 0% | -9% | 2% | 0%
Cc1ccc(-n2nc(C)c3nc(CCC(=O)Nc4cccc(C)c4C)c(=O)n(C)c32)cc1 | 1% | 5% | 2% | 21% | 13% | 0% | -1%
COCCCNC(=O)c1ccc(Cn2c(=O)c3ccccc3n(Cc3ccccc3C)c2=O)cc1 | -1% | 16% | 3% | 0% | -6% | 1% | -2%
CCOC(=O)c1c(SCC(=O)Nc2nc3ccc(C)cc3s2)nc(=O)[nH]c1C | -2% | -6% | 6% | 10% | 1% | -6% | -3%

Entries above with a COOH group, in the order listed:
compound | GALK inh | p53null 32C kill | NTMT1 inhibitor | p53null 39C kill | FH mod | PTAP-TSG101 blk | B2AR arrestin ag
CCOc1ccc(CCNCc2c(C(=O)O)c(C)n(Cc3ccccc3F)c2C)cc1 | -1% | 5% | -9% | -9% | -4% | -2% | -2%
Cc1ccc(Cl)cc1NC(=O)CSc1ccc(C(=O)O)cn1 | -3% | -4% | 5% | ? | -1% | -3% | -1%
